Pf gamet viab: kills late stage P. falciparum gametocytes; P. falciparum stage V gametocytes, ATP luminescence, 24 h; inhibition, % at 10.9 µM; hit rate 0.065% among 150,000; AID 743093;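 active means inhibition above the mean plus 3 SD of compounds within the control limits, set per campaign, cut at about 38% in these data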;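 further: 0% = DMSO wells and 100% = medium only without gametocytes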
ABCB1 block: blocks JC-1 efflux by human ABCB1 transporter; AID 1326; hit rate 0.067% among 190,000; P08183; inhibition, % at 6.6 µM; CCRF-Adr cells, flow cytometry; in the data active means inhibition above about 40%;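 further: 0% = vehicle and 100% = reference inhibitor; higher value means more JC-1 retained so stronger ABCB1 efflux block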
RGS8-Gao: human RGS8-Galphao interaction regulation | multiplexed bead flow cytometry, RGS8-Galphao binding; actives lie on both sides | response (percent of control binding), % at 10 µM | hit rate 0.34% among 220,000; in the data active means response below about 60% or above about 140%; inactive means in between;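 further: Galphao activated as the GDP aluminium fluoride complex binding bead-coupled RGS8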
Target sequence (P09471 whole entry, looked up): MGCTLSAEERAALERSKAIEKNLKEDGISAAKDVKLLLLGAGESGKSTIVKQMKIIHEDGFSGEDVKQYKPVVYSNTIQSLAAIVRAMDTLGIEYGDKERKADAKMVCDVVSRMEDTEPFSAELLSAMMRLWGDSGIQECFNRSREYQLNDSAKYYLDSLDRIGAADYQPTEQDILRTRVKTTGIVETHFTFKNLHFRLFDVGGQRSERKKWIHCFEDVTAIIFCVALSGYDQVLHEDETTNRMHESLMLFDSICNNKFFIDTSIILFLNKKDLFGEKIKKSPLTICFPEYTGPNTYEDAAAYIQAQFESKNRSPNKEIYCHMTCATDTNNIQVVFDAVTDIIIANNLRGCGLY
ABCG2 inh: human ABCG2 inhibition, ABCB1 as counter-screen; Q9UNQ0; hit rate 0.1% among 190,000; inhibition, % at 6.6 µM; IgMXP3 cells, JC-1 efflux, flow cytometry; AID 1325;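 active means inhibition above 80%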;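 further: 0% = DMSO and 100% = nicardipine control wells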
Target sequence (Q9UNQ0 whole entry, looked up): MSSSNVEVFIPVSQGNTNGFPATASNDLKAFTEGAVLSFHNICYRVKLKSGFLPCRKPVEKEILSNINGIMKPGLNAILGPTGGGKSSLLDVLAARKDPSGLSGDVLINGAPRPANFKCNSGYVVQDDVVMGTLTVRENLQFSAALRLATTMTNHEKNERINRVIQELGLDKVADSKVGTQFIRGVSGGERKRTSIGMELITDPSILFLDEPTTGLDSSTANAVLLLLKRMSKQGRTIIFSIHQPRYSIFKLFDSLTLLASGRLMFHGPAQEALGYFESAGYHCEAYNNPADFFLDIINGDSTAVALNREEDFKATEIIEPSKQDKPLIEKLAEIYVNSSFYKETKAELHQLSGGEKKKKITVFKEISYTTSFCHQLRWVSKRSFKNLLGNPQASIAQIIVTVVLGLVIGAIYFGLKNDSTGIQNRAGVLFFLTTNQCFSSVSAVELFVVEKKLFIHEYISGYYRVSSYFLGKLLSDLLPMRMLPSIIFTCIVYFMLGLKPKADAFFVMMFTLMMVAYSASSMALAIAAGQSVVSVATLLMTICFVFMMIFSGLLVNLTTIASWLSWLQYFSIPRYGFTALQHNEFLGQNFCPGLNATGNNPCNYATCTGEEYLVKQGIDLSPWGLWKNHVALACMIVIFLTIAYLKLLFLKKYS
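Times: 10 min at 25 °C | Test system: Two drug-resistant human cell lines, ABCG2 and ABCB1 | Quantity: 3 million cells/mL final, two lines in 1:1 ratio | Signal: Flow cytometry, 530 nm JC-1 signal | Dosing: Compound at 6.6 µM | Controls: Nicardipine and DMSO wells | Reagent: JC-1 as fluorescent efflux pump substrate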
Avidin fluor: compound fluoresces at 488/530 nm on avidin beads | hit rate 0.38% among 220,000 | AID 1775 | compound fluorescence 488/530 nm, flow cytometry; hits give high values | fluorescence (KMESF) at 10 µM; in the data active means fluorescence above about 47; further: inactives centre near 10
Mcl-1 Bim block: disrupts Bim peptide binding to human Mcl-1 | inhibition, % at 10 µM | Bead-based flow cytometry, Bim peptide-Mcl-1 binding | AID 1009 | hit rate 0.1% among 190,000; in the data active means inhibition above about 40%;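 further: 0% = no compound tracer wells and 100% = peptide blocker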
RGS7-Gao: modulates binding of RGS7 to human Galphao. AID 1439. hit rate 0.35% among 220,000. P09471. binding response (% of control), % at 10 µM. Multiplexed bead flow cytometry; actives lie on both sides; in the data active means binding response below about 49% or above about 150%; inconclusive means no clear call, values can overlap the other calls; inactive means in between;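 further: fluorescent Galphao held in activated GDP-AlF4 state binding bead-coupled RGS7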
RGS4-Gao reg: human RGS4-Galphao interaction regulation | Multiplexed bead flow cytometry, RGS4-Galphao binding; actives lie on both sides | binding response (% of control), % at 10 µM | AID 1415 | hit rate 0.33% among 220,000 | P09471; in the data active means binding response below about 49% or above about 150%; inactive means in between;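 further: fluorescent Galphao activated with aluminum fluoride binding bead-coupled RGS4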
Mcl1-Noxa inh: Mcl-1/Noxa interaction inhibition; TR-FRET Mcl-1/Noxa peptide binding, 2 h; inhibition, % at 21.7 µM; hit rate 1.5% among 220,000; AID 1022;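 active means compounds that cut the protein-peptide binding signal by more than 50% relative to plate controls in a single-dose test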;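 further: His-tagged Mcl-1 with rhodamine Noxa BH3 peptide and terbium anti-His antibody; 0% = Mcl-1 plus Noxa peptide wells and 100% = peptide-only wells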
GSH fluor: compound fluoresces at 488/530 nm on GSH beads; GSH beads flow cytometry, compound fluorescence 488/530 nm; hits give high values; fluorescence (KMESF) at 10 µM; hit rate 0.25% among 190,000; in the data active means fluorescence above about 89;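 further: glutathione beads carrying GST-tagged Bcl family fusion proteins plus one bare bead set; values are compound well signal with DMSO vehicle wells as background; inactives centre near 16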
Mcl1-Bid inh: disrupts binding of human Mcl-1 to Bid peptide; TR-FRET Mcl-1/Bid-Dy647 peptide binding, 1536-well; inhibition, % at 21.7 µM; hit rate 0.97% among 220,000; AID 1021;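 active means compounds that cut the binding signal by more than half at the single screening dose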;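 further: His-tagged Mcl-1 with europium anti-His antibody binding Bid BH3 peptide; 0% = Mcl-1 plus peptide wells and 100% = peptide-only wells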
* = called active by the depositor; ? = inconclusive; . = no result given.

SMILES	Pf gamet viab	ABCB1 block	RGS8-Gao	ABCG2 inh	Avidin fluor	Mcl-1 Bim block	RGS7-Gao	RGS4-Gao reg	Mcl1-Noxa inh	GSH fluor	Mcl1-Bid inh
O=C(NCc1cccnc1)c1ccc(COc2ccccc2Br)cc1	0.9	0.7	99.8	42.7	12	-2.0	?	99.7	20.7	16	8.8
CC(C)N(CC(N)=O)C(=O)c1sc2cc(F)ccc2c1Cl	-6.5	0.3	94.9	0.0	18	1.0	91.7	96.5	-15.2	9	-7.2
CCc1nnc(NS(=O)(=O)c2ccc(NC(=O)c3cccc(Cl)c3)cc2)s1	12.2	-0.2	102.1	-0.6	25	-3.0	103.6	98.3	21.0	41	6.0
Cc1cc(NC(=O)Nc2ccc(Cl)c(Cl)c2)n(-c2ccccc2)n1	4.5	.	99.9	.	6	.	?	93.7	-1.4	.	4.8
COc1cc(C(=O)N2CCN(c3cc(Cl)ccc3Cl)CC2)cc(OC)c1OC	.	-0.5	104.9	0.3	5	-1.0	102.1	106.1	-1.2	17	7.0
Clc1ccc(-c2csc(N/N=C/c3ccco3)n2)cc1	11.8	.	101.5	.	3	.	?	100.2	7.0	.	-33.4
Fc1ccc(-c2ccc(/C=N\n3cnnc3)o2)cc1Cl	20.1	-0.1	99.2	16.4	15	-2.0	96.4	95.7	10.7	9	-18.1
O=C(O)c1ccc(N2C(=O)c3cccnc3C2=O)cc1	11.7	0.3	99.3	1.2	12	0.0	?	97.8	5.3	13	-13.7
COCCNC(=O)CSc1nc2sc(C)c(C)c2c(=O)n1-c1ccccc1	-18.4	.	102.6	.	7	.	?	100.4	2.4	.	7.0
CCOc1ccccc1C(=O)NCC(=O)OCC(=O)c1ccc2c(c1)OCCO2	22.0	0.3	102.6	1.7	18	2.0	95.7	98.1	-45.1	8	-33.6
N#CC(C(=O)C12CC3CC(CC(C3)C1)C2)c1nc2ccccc2[nH]1 (stereo unspecified)	.	0.4	103.4	4.7	17	2.0	102.9	104.1	8.6	6	-54.6
Cn1c(SCC(=O)NC(C)(C)C)nnc1-c1cccc(NC(=O)c2ccccc2F)c1	-34.5	4.0	101.4	47.3	10	0.0	99.2	103.3	10.4	33	-11.6
CCN(CC)C1CC(=O)N(c2cccc(C)c2)C1=O (stereo unspecified)	.	0.2	98.3	1.0	8	0.0	94.7	99.0	31.8	27	6.4
Cc1cc(NS(=O)(=O)c2ccc(NC(=O)CSc3nc4sc(C(=O)O)c(C)c4c(=O)[nH]3)cc2)no1	1.4	0.4	102.2	2.6	13	1.0	101.5	103.0	17.2	9	13.1
O=C(CC(=O)Nc1ccc(Cl)c(Cl)c1)N/N=C/c1ccc(O)cc1	-16.0	0.0	104.1	4.1	13	-7.0	101.1	101.0	23.5	9	-3.5

2 entries picked at random from the list so far:
SMILES	Pf gamet viab	ABCB1 block	RGS8-Gao	ABCG2 inh	Avidin fluor	Mcl-1 Bim block	RGS7-Gao	RGS4-Gao reg	Mcl1-Noxa inh	GSH fluor	Mcl1-Bid inh
Cn1c(SCC(=O)NC(C)(C)C)nnc1-c1cccc(NC(=O)c2ccccc2F)c1	-34.5	4.0	101.4	47.3	10	0.0	99.2	103.3	10.4	33	-11.6
Cc1cc(NC(=O)Nc2ccc(Cl)c(Cl)c2)n(-c2ccccc2)n1	4.5	.	99.9	.	6	.	?	93.7	-1.4	.	4.8

(cont.)
SMILES	Pf gamet viab	ABCB1 block	RGS8-Gao	ABCG2 inh	Avidin fluor	Mcl-1 Bim block	RGS7-Gao	RGS4-Gao reg	Mcl1-Noxa inh	GSH fluor	Mcl1-Bid inh
O=C(Nn1c(O)c(C=C2N=c3ccccc3=N2)sc1=S)c1cccc(Cl)c1	.	0.4	99.3	0.8	11	0.0	99.1	101.8	1.9	15	-16.2
O=C(Nc1ccccc1F)c1ccc(-n2cncn2)nc1	.	-0.7	102.2	30.7	11	-3.0	101.3	99.5	-3.8	27	-7.3
O=C(NCc1cccs1)c1ccccc1	-5.2	0.2	139.7	1.4	4	-6.0	117.7	123.6	19.1	35	-1.2
COc1ccc(CCCNC(=O)CC#N)cc1OC	-36.2	0.2	107.9	0.6	6	-6.0	112.4	110.3	1.4	5	1.9
COc1ccc(/C=C/C(=O)NC(=S)NCc2ccccc2)cc1OC	-11.7	.	101.9	.	9	.	?	104.3	13.4	.	1.3
N#CCOC(=O)c1c2c(nc3ccccc13)CCC2	21.4	0.4	102.9	2.2	26	0.0	103.5	100.1	-3.1	18	-6.3
C[C@@H]1CN(C(=O)c2nc3ccc(Cl)cn3c2CN2CCc3sccc3C2)C[C@H](C)O1	-1.2	2.0	99.7	5.3	10	0.0	97.9	98.8	16.6	13	-25.3
CCOC(=O)c1cc2c(nc1N)CC(C)(C)OC2	.	-0.3	103.7	-0.5	21	5.0	104.1	102.9	10.4	23	10.3
O=C1/C(=C/c2cccs2)N=C(c2cccs2)N1Nc1ccccc1	.	-0.1	100.8	-0.7	10	12.0	102.5	101.0	8.5	8	-16.5
CC1(C)CC(CNCCC(c2ccc(F)cc2)c2ccco2)CCO1 (stereo unspecified)	5.9	.	99.2	.	.	.	?	103.3	11.9	.	-15.7
Cc1ccc2nc(SCC(=O)N3CCN(C(=O)c4ccco4)CC3)[nH]c2c1	-1.9	0.2	102.3	0.0	5	-5.0	102.5	98.4	7.8	12	-5.9
COc1ccccc1-c1nnc(NC(=O)c2ccc(S(=O)(=O)N(C)C)cc2)o1	-5.0	-0.9	91.0	20.7	13	0.0	100.1	100.1	11.9	37	-9.6
CCC(C)NC(=O)Cn1cccc1C(=O)c1ccccc1 (stereo unspecified)	.	0.6	96.2	3.0	8	-4.0	100.8	99.3	-15.9	27	-15.9
CCOc1cccc(-c2nnc3sc(C4CCCCC4)nn23)c1	.	1.0	96.6	6.6	13	0.0	103.7	95.6	17.7	14	-20.8
O=C(CC1C(=O)NCCN1CC1CCCCC1)NCc1ccc(F)cc1F (stereo unspecified)	-7.4	1.4	99.5	13.1	12	1.0	101.0	99.0	8.6	11	-29.5
Nc1ccccc1C#Cc1ccccc1	-22.3	0.0	101.9	0.1	5	0.0	100.7	103.3	-1.4	27	-38.8
[O-][n+]1c2c(nn1-c1ccc(Cl)c(Cl)c1)-c1nonc1CC2	5.5	-0.4	105.2	-0.6	21	0.0	106.2	105.5	-17.1	11	-8.8
O=C(Nc1ccc(CN2CCOCC2)cc1)c1ccc(N2CCCC2)c([N+](=O)[O-])c1	.	0.7	99.2	10.7	9	0.0	97.0	97.3	20.3	15	-27.5
CCCn1ncc(CN2CCC(CO)(CC3CCCCO3)CC2)c1C (stereo unspecified)	9.4	0.2	102.9	0.5	13	3.0	99.5	101.5	0.9	17	-28.9
CCN(CCO)Cc1cc(=O)oc2cc3c(cc12)CCC3	-19.1	-0.1	92.0	5.3	5	1.0	87.4	93.5	-28.5	24	-1.5
CCN(C(=O)Cn1c(=O)oc2ccccc21)c1cccc(C(F)(F)F)c1	-1.9	1.2	100.0	3.3	8	-2.0	100.8	102.2	16.4	26	-19.5
Nc1cc(S(=O)(=O)Nc2ccc(Cl)cc2)ccc1N1CCOCC1	8.6	.	95.3	.	5	.	?	95.9	-2.2	.	-59.5
COc1ccccc1NC(=S)NCCSc1ccc(C)cc1	2.1	0.2	98.0	4.7	6	-1.0	99.1	97.6	0.1	15	-34.6
CC1SCC(=O)N(CC(=O)NCc2ccccc2)C1=O (stereo unspecified)	-23.4	-0.2	102.6	-1.1	15	-1.0	99.5	98.8	-6.7	16	-5.2
CN1C(C(=O)NCc2cccc(Br)c2)CC2Cn3c(nc4cc(Cl)c(Cl)cc43)C21 (stereo unspecified)	5.6	.	101.9	.	12	.	?	99.4	-10.0	.	-4.6
CCc1ccccc1NC(=O)N[C@@H](C)C(=O)O	3.8	1.0	99.9	4.9	37	-2.0	100.8	102.0	13.7	17	8.7
CC(/C=N\N1CCN(Cc2ccc(C)cc2)CC1)=C\c1ccccc1	.	0.7	105.8	1.1	2	0.0	98.4	101.4	-16.8	6	-14.9
Cc1cc(C)c(C#N)c(SCC(=O)C2CC2)n1	2.5	.	102.4	.	5	.	?	102.0	13.4	.	-29.2
O=C(Oc1ccc(-c2cnc3ccccc3n2)cc1)c1ccc(Cl)c([N+](=O)[O-])c1	.	0.2	98.9	8.1	12	0.0	99.4	102.9	.	29	23.7
O=C(CCS(=O)(=O)Cc1ccccc1F)NCc1ccccc1Cl	-20.6	0.8	102.1	4.5	27	-1.0	98.1	99.3	18.4	12	-2.2
Cc1cc(C)n(-c2cc(N3CCOCC3)ncn2)n1	.	0.0	110.5	1.7	20	0.0	106.5	104.8	-10.7	14	-7.9
CCCc1nc2sc3c(c2c(=O)n1NC(=O)CCC(=O)O)CCCC3	.	-0.2	98.1	-3.7	13	1.0	98.8	97.6	17.7	35	-5.0
CCOc1cc(C(=O)OCC(=O)Nc2ccc(SC(F)F)cc2)cc(OCC)c1OCC	14.7	0.0	97.4	0.1	4	-5.0	93.8	95.9	-7.2	12	-23.7
N#Cc1c(-c2ccccc2)cc(C2CC2)nc1N	.	0.2	100.9	1.6	8	-2.0	105.1	101.7	-15.1	14	15.9
CCOC(=O)c1ccc(NC(=O)COc2ccc(S(=O)(=O)NC(C)C)cc2)cc1	-28.9	0.4	98.3	4.6	13	-5.0	98.6	100.5	13.2	26	14.5
COc1ccc2cc(C(=O)NCc3ccccc3)c(=Nc3ccc(C(=O)O)cc3)oc2c1	.	0.1	102.6	3.2	14	0.0	102.6	103.0	14.0	18	-17.4
Cc1cccc(CSc2nnc([C@@H]3CCCN3C(=O)OC(C)(C)C)o2)c1	17.2	.	101.1	.	9	.	?	100.0	8.4	.	0.7
COc1ccc(Cn2nnnc2C(c2cc3cc(C)ccc3[nH]c2=O)N2CCOCC2)cc1 (stereo unspecified)	-18.6	0.5	99.0	0.8	15	-1.0	98.2	98.3	3.1	23	15.3
COCCN(C(=O)CNC(=O)c1cccs1)C(C(=O)NC1CCCC1)c1cccs1 (stereo unspecified)	15.3	0.7	101.2	4.8	38	-5.0	98.9	102.0	0.9	26	6.1
COc1ccc(-c2cc(N3C(=O)Nc4ccccc4N3O)n[nH]2)cc1OC	-6.7	-0.1	99.1	-0.3	14	-3.0	98.8	97.3	7.2	14	-8.1
COc1ccccc1NC(=O)CSc1nc2ccccc2cc1Cc1ccccc1	.	1.0	96.3	5.3	17	-4.0	96.9	97.9	-21.9	13	73.3*
Cc1ccc(C(=O)Nc2cccc(C(=O)O)c2)cc1S(=O)(=O)N1CCOCC1	1.7	-0.1	105.5	0.4	13	2.0	109.1	99.7	9.5	12	-18.4
O=C(Nc1ccccc1NC(=O)c1csnn1)c1csnn1	.	0.2	101.8	0.7	12	3.0	101.2	102.6	18.4	16	-26.2
CC(C)CC(NC(=O)c1ccc(Cl)cc1)C(=O)OCC(=O)c1ccc2c(c1)NC(=O)CO2 (stereo unspecified)	15.5	0.8	108.0	4.7	4	-5.0	110.7	109.6	14.4	239*	11.4
N#CC1=C(N)NC(SCC(=O)c2ccccc2)=C(C#N)C12CCCC2	-8.6	-8.8	105.4	-20.7	12	-7.0	110.3	104.8	21.6	23	-10.3
